FXN GAA850 act – activators of GAA850 frataxin (FXN) promoter. HEK293 lucGAA850 FXN promoter luciferase reporter, 24 h; percent of 10 µM SAHA response. activation, % at 6 µM. hit rate 0.56% among 360,000. AID 540364;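 active = activation above the average of all compounds screened plus 3 SD, cutoff fixed separately per campaign, cut at about 7.5% in these data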;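 also: 0% = DMSO wells and 100% = 10 µM SAHA wells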
GC-B act – GC-B (human) receptor activation; activation, % at 10 µM; AID 1920062; hit rate 0.11% among 370,000; HEK293-GC-B cells, CNP EC30, cGMP TR-FRET; 0% at EC30 CNP, 100% saturating CNP; P20594;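 active = activation at 10 µM reaching about 35% in either raw or pattern-adjusted values, limit read from the data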
proKLK7 act – activates the human kallikrein-7 zymogen; activation, % at 7 µM; hit rate 0.9% among 370,000; purified proKLK7, EDANS-DABCYL substrate fluorescence; 100% is mature enzyme control, 0% vehicle; P49862;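 active = activation above the mean of all tested compounds plus 3 SD, computed per campaign excluding outliers beyond control limits, cut at about 13% in these data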
ASAP1 GAP inh – blocks human ASAP1-stimulated Arf1 GTP hydrolysis | inhibition, % at 16.5 µM | Q9ULH1 | AID 624377 | hit rate 0.19% among 360,000 | GDP FP detection; in the data active = inhibition above about 25%;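 also: 0% = vehicle with enzyme and substrate and 100% = no enzyme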
Target sequence (Q9ULH1 325-724 limits assumed): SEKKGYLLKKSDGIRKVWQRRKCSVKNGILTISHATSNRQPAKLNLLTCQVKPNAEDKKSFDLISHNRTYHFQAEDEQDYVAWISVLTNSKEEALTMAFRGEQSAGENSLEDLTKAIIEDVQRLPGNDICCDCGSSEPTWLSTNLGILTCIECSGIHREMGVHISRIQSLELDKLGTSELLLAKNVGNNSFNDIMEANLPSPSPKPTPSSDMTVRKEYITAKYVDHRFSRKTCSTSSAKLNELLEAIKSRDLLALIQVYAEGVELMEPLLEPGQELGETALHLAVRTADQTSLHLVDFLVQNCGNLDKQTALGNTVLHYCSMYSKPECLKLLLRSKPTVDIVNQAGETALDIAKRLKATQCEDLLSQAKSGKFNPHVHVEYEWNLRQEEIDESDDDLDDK
GC-A act – GC-A (human) enzyme activation; P16066; HEK293 GC-A cells, cGMP TR-FRET, EC30 ANP; 0% at EC30 ANP, 100% saturating ANP; activation, % at 10 µM; hit rate 0.14% among 370,000; in the data active = activation above about 40%
rCAG RNA binder – molecules binding r(CAG) RNA repeats | hit rate 1.3% among 370,000 | r(CAG) RNA repeat, TO-PRO-1 dye displacement fluorescence | inhibition, % at 3 µM | AID 651821;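 active = inhibition above the plate cutoff, the mean of all test compounds on that plate plus 3 SD, cut at about 35% in these data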;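 also: 0% = DMSO alone and 100% = 100 µM mitoxantrone as full dye displacement; higher means more dye released from RNA so lower well fluorescence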
ARFGAP1 inh – rat ARFGAP1 inhibition; Arfgap1-stimulated ARF1 GTP hydrolysis, GDP FP detection; inhibition, % at 16.5 µM; Q62848; hit rate 0.26% among 360,000;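 active = inhibition above a per-plate limit, mean inhibition of low control wells plus 3 SD, cut at about 25% in these data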;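 also: 0% = DMSO wells with enzyme and 100% = wells lacking Arfgap1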
Target sequence (Q62848 1-136 limits assumed): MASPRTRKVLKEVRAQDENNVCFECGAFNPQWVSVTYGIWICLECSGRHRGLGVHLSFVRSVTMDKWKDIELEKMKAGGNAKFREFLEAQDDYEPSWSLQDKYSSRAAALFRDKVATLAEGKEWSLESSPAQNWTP
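Assay system: purified rat His6-Arfgap1 residues 1-136 (GAP domain); Reagent: human Δ17 ARF1 bound to GTP; Dosing: 16.5 µM single point, 1.26% DMSO; Times: GTP hydrolysis reaction 2 h at 25 °C; Signal: FP, GDP Alexa 633 tracer displaced from anti-GDP antibody, 620/688 nm; Measure: % inhibition from polarization.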
ADAM10 inh – ADAM10 inhibition, QFRET primary screen; inhibition, % at 7 µM; hit rate 0.62% among 370,000; O14672; recombinant ADAM10, EDANS/DABCYL FRET peptide cleavage, 3 h;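 active = inhibition above a per-campaign cutoff equal to the mean of compounds falling between control-based bounds plus 3 SD, cut at about 20% in these data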;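 also: 0% = DMSO wells while the 100% control is not disclosed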
Target sequence (O14672 214-748 limits assumed): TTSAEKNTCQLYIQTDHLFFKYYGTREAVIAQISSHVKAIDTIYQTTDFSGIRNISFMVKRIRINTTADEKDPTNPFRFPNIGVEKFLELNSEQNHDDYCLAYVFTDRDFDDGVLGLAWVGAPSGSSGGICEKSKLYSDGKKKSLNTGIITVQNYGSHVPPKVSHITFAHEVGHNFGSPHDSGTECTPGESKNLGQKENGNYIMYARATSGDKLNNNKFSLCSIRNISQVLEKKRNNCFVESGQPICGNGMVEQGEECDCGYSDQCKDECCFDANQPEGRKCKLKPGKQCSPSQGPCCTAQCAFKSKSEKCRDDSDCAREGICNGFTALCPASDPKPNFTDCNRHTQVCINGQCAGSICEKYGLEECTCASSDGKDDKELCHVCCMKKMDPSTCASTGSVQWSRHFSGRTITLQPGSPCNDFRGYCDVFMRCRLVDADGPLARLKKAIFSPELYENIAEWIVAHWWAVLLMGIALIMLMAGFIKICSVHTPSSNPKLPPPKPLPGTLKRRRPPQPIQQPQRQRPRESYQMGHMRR
HGIII-sPLA2 inh – Blocks human group III sPLA2 activity | QFRET BODIPY PC-A2 liposome hydrolysis, fluorescence | inhibition, % at 12.2 µM | hit rate 0.56% among 370,000;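 active = inhibition above mean plus 3 SD of compounds lying within the high and low control bounds, cut at about 19% in these data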;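 also: 0% = median of test compound wells and 100% = no enzyme DMSO wells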
Tn6 DDE FP – DD(E)-Tn6 binding inhibition, primary FP screen; P02675; Fibrin DD(E) TRITC-Tn6 fluorescence polarization displacement; inhibition, % at 8.3 µM; hit rate 0.21% among 370,000;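 active = inhibition above a per-campaign cutoff: mean of compounds within control limits plus 3 SD, cut at about 15% in these data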;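 also: 0% = median of all compound wells on the plate and 100% = blocking peptide control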
* marks the source's active call; other numbers are inactive results; i = inactive; nt = not tested or not shown. The order is random; overall some 4.5% were active at least once.

Under each structure – FXN GAA850 act | GC-B act | proKLK7 act | ASAP1 GAP inh | GC-A act | rCAG RNA binder | ARFGAP1 inh | ADAM10 inh | HGIII-sPLA2 inh | Tn6 DDE FP
#1 CCOC(=O)c1ccccc1OCc1cc(/C=N/NC(=O)c2cccnc2)ccc1OC
 : -3.9 | 0.6 | -3.2 | 2.7 | -5.7 | 2.3 | -9.5 | 7.1 | 1.3 | -6.3
#2 COc1ccc(NS(=O)(=O)c2cccc(Cl)c2Cl)cc1S(=O)(=O)N1CCCCC1
 : 1.5 | 2.1 | -1.6 | -14.7 | -0.9 | 26.1 | 6.5 | 3.6 | -13.2 | -9.1
#3 Cc1ccc(-c2nnc(-c3ccc(Br)cc3)o2)o1
 : 3.1 | -7.2 | -0.1 | -4.5 | -17.2 | 1.1 | 16.2 | -47.6 | -3.5 | -9.7
#4 Cc1ccc(OCC(=O)NCC(=O)n2nc(C)cc2C)cc1
 : -0.7 | 2.3 | -0.6 | 17.5 | 4.6 | -7.9 | 16.5 | -2.1 | 2.3 | 2.2
#5 S=c1[nH]nc(COc2ccccc2)n1/N=C/c1cccc(Cl)c1Cl
 : 0.1 | 5.2 | 0.0 | 6.3 | 2.5 | 10.7 | 5.6 | 3.1 | -0.9 | 1.6
#6 COCCCNc1nc2ccccc2nc1NS(=O)(=O)c1ccc(C)cc1C
 : -0.3 | 1.9 | 5.8 | -1.2 | -1.1 | 29.9 | -1.9 | -259.1 | -20.5 | 3.6
#7 Nc1ccccc1C(=O)NNC1=C(C(=O)C(F)(F)F)CCC1
 : 2.3 | 6.9 | 7.8 | 2.2 | -3.2 | 0.5 | -5.6 | -120.8 | 4.2 | 3.2
#8 CN(C)C1CN(Cc2cn(Cc3cccc(Cl)c3)nn2)S(=O)(=O)C1 (stereo not drawn)
 : nt | 1.4 | -0.2 | 0.0 | -0.5 | 2.2 | 5.1 | -6.5 | 0.0 | 7.7
#9 COc1ccccc1NC(=O)CNC(=O)c1ccccc1
 : 0.3 | -0.7 | -0.2 | -5.5 | -0.2 | 1.0 | 8.9 | 9.2 | 7.7 | 6.7
#10 CC(=C\C(=O)O)/C(=C/c1ccc(C)o1)C(=O)O
 : -0.5 | 0.8 | 1.4 | 2.0 | 0.1 | 4.0 | -4.8 | -8.7 | -4.2 | -8.2
#11 CC1(c2ccccc2)NC(=O)N(CC(=O)N2CCOCC2)C1=O (stereo not drawn)
 : -1.9 | -2.2 | -0.3 | -3.1 | 2.4 | 2.7 | -3.2 | 3.2 | 6.2 | -2.3
#12 CC(C)=CCN1CCN(Cc2cnc(N3CCOCC3)s2)CC1CCO (stereo not drawn)
 : 0.7 | -0.9 | -0.1 | -16.8 | 5.3 | -1.9 | 8.8 | 4.1 | 2.2 | 0.5
#13 O=C(Nc1cccnc1)c1cccc(S(=O)(=O)Nc2ccccc2F)c1
 : -2.4 | -0.7 | -0.6 | 15.0 | -6.7 | 10.1 | 23.3 | -15.8 | -7.1 | 1.7
#14 CN1CCN(C(=O)CCc2nc3ccccc3c(=O)[nH]2)CC1
 : 1.9 | -4.2 | 0.0 | -5.0 | -0.9 | 0.3 | 6.8 | -13.1 | 7.3 | -1.4
#15 COc1ccccc1NC(=O)c1ccccc1NC(=O)c1ccccc1C(=O)O
 : 0.8 | -0.7 | -0.7 | 6.0 | 3.1 | -2.5 | -15.1 | -25.3 | -2.0 | 2.4
#16 Brc1ccccc1-c1nnc2sc(Cc3ccccc3)nn12
 : 0.7 | -0.6 | -0.1 | -9.0 | 0.0 | -5.2 | 11.1 | -5.2 | 2.1 | -1.0
#17 CCCC1=C/C(=C/c2ccc(-c3ccccc3OC)o2)C(=O)O1
 : 1.2 | 0.1 | 5.2 | -5.7 | 2.8 | 31.2 | 1.9 | i | -16.3 | 3.4
#18 C/C(CC(=O)Nc1cc(Cl)ccc1Cl)=N\NC(=O)c1ccccc1Br
 : -0.6 | 0.6 | -0.3 | -1.5 | 0.2 | 7.3 | -8.5 | -0.7 | -13.6 | -0.1
#19 Cc1ccc(C(=O)COC(=O)c2ccc3c(c2)C(=O)N(c2cccc4ncccc24)C3=O)cc1
 : 3.4 | 4.8 | -0.6 | -3.3 | -3.7 | 1.8 | -9.4 | 0.3 | 2.8 | 0.9
#20 COc1ccc(OC)c(NC(=S)NC(=O)c2ccc(Br)o2)c1
 : 1.4 | -10.6 | 0.3 | 2.0 | -9.0 | -2.6 | 5.5 | -4.1 | 4.3 | -0.1
#21 NC1=NC(c2ccccc2C(F)(F)F)N(c2ccc(F)c(Cl)c2)C(N)=N1 (stereo not drawn)
 : 0.3 | -5.2 | -0.2 | -5.5 | -5.7 | 3.0 | -1.7 | 2.3 | 10.7 | 3.0
#22 O=C(O)CCC(=O)N1N=C(c2cccs2)CC1c1ccc(Br)cc1 (stereo not drawn)
 : 3.0 | 0.4 | -0.1 | -5.2 | 0.9 | 7.1 | -8.5 | -36.2 | 1.1 | -4.2
#23 C[C@@H]1CN(S(=O)(=O)C(C)(C)C)[C@H](CCO)/C1=C\c1ccccc1
 : 0.4 | 2.4 | 0.1 | -2.9 | 0.0 | -0.1 | -11.7 | -2.3 | 1.4 | 1.6
#24 COc1cccc(C(=O)NC(=S)Nc2nnn(C)n2)c1
 : 3.1 | 3.0 | -0.9 | -10.9 | 2.5 | -0.4 | 1.8 | -0.7 | 7.6 | 1.1
#25 CCOC(=O)C1=CCN(S(C)(=O)=O)C1c1ccc(C)cc1 (stereo not drawn)
 : nt | -7.7 | 0.3 | -5.1 | -1.4 | -0.1 | -1.2 | -8.1 | 5.4 | -1.1
#26 CC(C)NC[C@H](O)c1ccc(O)c(O)c1
 : 3.9 | -0.7 | 47.3* | -7.8 | -0.2 | 4.0 | -6.3 | -6.6 | -1.8 | -4.9
#27 O=C(NCc1cccs1)N[C@@H](Cc1ccccc1)C(=O)O
 : -0.1 | -4.0 | 0.4 | 5.6 | -3.6 | -2.2 | -2.8 | -4.7 | 11.2 | 1.1
#28 C=C(C)CC1Nc2ccccc2NC1CC(=C)C (stereo not drawn)
 : -0.1 | -13.8 | 1.4 | 12.2 | -11.6 | -3.1 | 0.1 | -9.5 | -5.5 | 6.4
#29 C=CCNC(=O)/C(=C\C=C\c1ccccc1)NC(=O)c1ccc(OCCCC)cc1
 : 0.4 | -2.0 | -1.8 | -3.7 | -1.9 | 7.9 | -4.9 | 14.3 | -27.9 | 6.2
#30 CC(NC(=O)/C(C#N)=C/c1ccc(N2CCOCC2)cc1)c1ccccc1 (stereo not drawn)
 : 0.1 | 3.9 | 0.8 | -0.3 | 0.7 | -1.8 | -3.1 | -4.4 | 0.8 | 2.7
#31 Cc1ccc(C)c(NC(=O)c2sc(Cl)nc2-c2ccccc2)c1
 : -2.2 | -1.8 | 0.8 | 5.9 | -4.7 | -1.0 | -11.9 | -3.3 | -0.5 | -7.3
#32 COc1ccc(C2C(=O)N(C3CCCCC3)CC(=O)N2Cc2ccco2)cc1 (stereo not drawn)
 : -0.8 | -3.7 | -0.5 | 9.1 | -1.2 | 1.1 | -3.3 | 3.0 | 2.8 | 3.0
#33 CCCOc1ccc(/C=N/NC(=O)CSCc2ccc([N+](=O)[O-])cc2)cc1OCC
 : -1.6 | -0.7 | -0.1 | 8.5 | -0.4 | 2.5 | -0.1 | 6.7 | -0.3 | 7.1
#34 O=C(O)/C=C/C(=O)Nc1ccc(-n2ccc(C(F)(F)F)n2)cc1
 : 0.7 | 1.0 | -0.2 | 4.0 | 6.1 | -0.4 | 1.4 | 0.4 | 3.9 | 1.0
#35 O=[N+]([O-])c1ccc(/C=N/NC(=S)Nc2ccccc2C(F)(F)F)o1
 : 5.0 | -6.6 | -0.4 | 11.1 | 0.1 | 4.6 | 4.1 | -3.1 | 4.2 | 1.4
#36 CC(=O)Nc1ccc(S(=O)(=O)N2CCCC2C(=O)Nc2ccc3c(c2)OCCO3)cc1 (stereo not drawn)
 : 2.2 | 4.1 | -0.2 | 9.3 | -1.8 | -2.3 | -13.9 | 4.3 | -0.5 | -4.7
#37 O=C(CC1NC2CCCCC2NC1=O)Nc1cccc(C(F)(F)F)c1 (stereo not drawn)
 : -1.6 | 4.0 | -0.4 | 0.5 | 1.2 | -3.0 | 10.3 | 10.5 | 6.8 | 10.0
#38 COC(=O)c1ccccc1NC(=O)CN1CCCCCC1
 : 1.9 | 2.3 | -0.1 | 1.5 | -5.9 | -6.0 | 3.3 | 0.8 | -4.3 | 3.3
#39 CC(=O)NCCCCCCNC(C)=O
 : 1.2 | -5.0 | -0.4 | 1.3 | 4.3 | 3.8 | 9.8 | 8.9 | 7.6 | 4.0
#40 CCN(C(=O)[C@@H](C)[C@@H](O)c1ccc(C(C)=O)cc1)c1ccccc1
 : nt | 3.4 | 0.1 | nt | -0.1 | 1.0 | nt | -10.7 | 9.0 | -1.7
#41 CN(C)c1cccc(/C=C2\CC3(OC(=O)c4ccco4)CCCN2C3)c1 (stereo not drawn)
 : nt | -11.1 | 0.4 | nt | -5.0 | 1.1 | nt | -4.4 | 8.5 | -2.2
#42 CCNC(=O)C(=O)NCCC1CCCCN1S(=O)(=O)c1cccs1 (stereo not drawn)
 : 3.0 | -2.0 | 0.2 | 0.4 | -0.5 | -1.9 | -2.7 | -7.7 | 5.6 | 2.3
#43 Cc1ccc(S(=O)(=O)N2[C@@H](c3cccc(C)c3)C(C(=O)O)=C[C@H]2CC2CCCC2)cc1
 : 0.3 | 6.9 | -0.2 | -2.1 | -0.3 | 49.2* | -2.3 | -6.6 | -18.7 | 4.2
#44 CCCCOCCCNC(=O)CCCOc1ccccc1
 : -0.3 | 2.5 | 0.7 | 12.8 | 2.4 | -3.5 | 1.5 | -0.5 | 7.0 | -3.0
#45 CC(C)NC(=O)c1cc(C2CCCCN2S(=O)(=O)c2cccs2)on1 (stereo not drawn)
 : -0.1 | 2.1 | 0.0 | -6.0 | 0.1 | 0.4 | 2.5 | 0.2 | 5.0 | 9.8
#46 O=C(NCCn1c(C(F)(F)F)nc2ccccc21)[C@H]1CCCN1c1nc(CN2CCCCC2)cs1
 : -1.0 | 2.8 | -0.2 | 5.0 | 1.9 | 2.1 | -3.1 | 8.0 | -1.0 | 4.0
#47 Cc1c(C(=O)Oc2ccc(Cl)cc2)n(C)oc1=O
 : 0.8 | -2.7 | -0.1 | 1.2 | 3.5 | -0.2 | 6.0 | -0.8 | -5.5 | 2.0

Three entries from above, reformatted:
#36 CC(=O)Nc1ccc(S(=O)(=O)N2CCCC2C(=O)Nc2ccc3c(c2)OCCO3)cc1 (stereo not drawn)
#40 CCN(C(=O)[C@@H](C)[C@@H](O)c1ccc(C(C)=O)cc1)c1ccccc1
#31 Cc1ccc(C)c(NC(=O)c2sc(Cl)nc2-c2ccccc2)c1
assay / entry,36,40,31
FXN GAA850 act,2.2,nt,-2.2
GC-B act,4.1,3.4,-1.8
proKLK7 act,-0.2,0.1,0.8
ASAP1 GAP inh,9.3,nt,5.9
GC-A act,-1.8,-0.1,-4.7
rCAG RNA binder,-2.3,1.0,-1.0
ARFGAP1 inh,-13.9,nt,-11.9
ADAM10 inh,4.3,-10.7,-3.3
HGIII-sPLA2 inh,-0.5,9.0,-0.5
Tn6 DDE FP,-4.7,-1.7,-7.3

From PubChem
